Screening data as filed in PubChem.
mec2-1 = NCI yeast anticancer drug screen, S. cerevisiae mec2-1 strain; % growth inhibition at 50 µM; 9% of 79,000 active; AID 157, 2004;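 also: 0% = growth of vehicle-only cultures of the same strain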
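Mutant yeast (mec2-1) grown with compound; growth inhibition relative to vehicle control reported.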
yeast cln2 rad14 = NCI yeast anticancer drug screen, S. cerevisiae cln2 rad14 strain; % growth inhibition at 50 µM; 8.3% of 78,000 active;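 also: 0% = growth of vehicle-only cultures of the same strain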
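cln2 rad14 yeast strain; compound exposure; growth inhibition read vs vehicle controls.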
bub3 = NCI yeast anticancer drug screen, S. cerevisiae bub3 mutant strain | AID 167, 2004 | 9.9% of 78,000 active | % growth inhibition at 50 µM;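 also: 0% = growth of vehicle-only cultures of the same strain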
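Readout: yeast growth inhibition, expressed relative to vehicle-only wells. The test organism is a mutant strain from a panel with lesions in DNA repair or checkpoint genes.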
sgs1 mgt1 = NCI yeast anticancer drug screen, S. cerevisiae sgs1 mgt1 strain. growth inhibition, % at 50 µM. 10% of 78,000 active;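 also: 0% = growth of vehicle-only cultures of the same strain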
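Percent growth inhibition was derived by comparing compound-exposed mutant yeast with vehicle-exposed cultures. The strain carries alterations in DNA damage repair.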
yeast mlh1 rad18 = NCI yeast anticancer drug screen, S. cerevisiae mlh1 rad18 strain; growth inhibition, % at 50 µM; 11% of 79,000 active; AID 175, 2004;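 also: 0% = growth of vehicle-only cultures of the same strain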
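Vehicle-treated cultures served as the reference for growth inhibition in a yeast strain carrying DNA damage repair alterations exposed to each compound.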
rad50 = NCI yeast anticancer drug screen, S. cerevisiae rad50 strain; growth inhibition, % at 50 µM; 10% of 79,000 active;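 also: 0% = growth of vehicle-only cultures of the same strain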
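Cells are treated with compound, grown, and their growth is then scored against vehicle-only cultures of the same repair-deficient yeast strain.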
* = called active by the depositor; . = not tested or not shown. Rule as the data show it: active = growth inhibition above about 70%; inactive = the rest. An unsorted share of the library (roughly 14% active in at least one column).

SMILES | mec2-1 | yeast cln2 rad14 | bub3 | sgs1 mgt1 | yeast mlh1 rad18 | rad50
CC1=Nc2ccccc2NC2(C1)C(C1COC(C)(C)O1)OC1OC(C)(C)OC12 (stereo not drawn) | 14 | 22 | 2 | 20 | 18 | 10
CCOCC/C(C(=O)O)=C(\CC)C(=O)O | 3 | 9 | -23 | 0 | 9 | 9
CC(C)(O)c1ccccc1C(c1ccccc1)c1ccccc1 | 9 | -1 | 8 | 17 | 11 | 19
CCCCCCCCCCCCCCCCCC(=O)N=C(C(N)=O)C(N)=O | -16 | 3 | -6 | 5 | 3 | 36
O=c1cnc2c(ccc3ccccc32)[nH]1 | -21 | 7 | 8 | -16 | -6 | -3
OC(CCNC12CC3CC(CC(C3)C1)C2)c1ccccc1 (stereo not drawn) | 22 | 51 | 33 | 59 | 54 | 30
CN(C)c1ccc(C2c3c(oc4ccccc4c3=O)Oc3oc4ccccc4c(=O)c32)cc1 | 0 | 5 | 0 | -10 | -18 | 4
COC(=O)C(C(=O)O)(C(C)C)C(C)C | 15 | 11 | 7 | 10 | 16 | 3
CCCCCCSc1nc2ccc(N=Cc3ccccc3O)cc2s1 | 55 | 48 | 15 | 70* | 80* | 82*
COC(=O)c1ccc(/C=C2\CCc3ccccc3C2=O)cc1 | -9 | 12 | 14 | -16 | 11 | -10
CC(C)/C(Cl)=N\OC(=O)Nc1ccc(S(N)(=O)=O)cc1 | 19 | 45 | 77* | 68 | -39 | 13
CC[n+]1oc(C(=O)c2ccc(Cl)cc2)c(-c2ccccc2)c1-c1ccccc1.[Cl][Fe]([Cl])([Cl])[Cl] | 80* | 68 | 67 | 89* | 94* | 82*
ON(C(=Nc1ccc(Cl)cc1)c1ccccc1)c1ccccc1 | 99* | 99* | 99* | 99* | 99* | 98*
CCc1cccc(C(C)C)c1NC(=O)C(=O)C(Cc1nc2ccccc2[nH]c1=O)C(=O)OC (stereo not drawn) | 9 | -58 | 2 | 4 | 15 | 38
OCCN(CCO)c1ccccc1 | -15 | -99 | -42 | 32 | -31 | 20
Cn1c(=O)c2[nH]c(CCCCC(=O)O)nc2n(C)c1=O | -13 | -21 | -39 | -34 | 4 | -8
Nc1ncnc2c1ncn2C(=O)NC12CC3CC(CC(C3)C1)C2 | 15 | 18 | 8 | 9 | -8 | 10
C(=C\C1OCCO1)/c1ccccc1 | 0 | -2 | 18 | 7 | -3 | 14
C(=Nc1cccc2ccccc12)Nc1cccc2ccccc12 | -39 | -7 | -49 | -6 | 1 | -11
C/C(=C\COc1cc(O)c2c(c1)C(=O)c1cc(C)cc(O)c1C2=O)CCC1OC1(C)C (stereo not drawn) | -23 | -1 | -12 | 5 | -54 | 17
Cc1cc(S(=O)(=O)NC2=NCC(C)(C)CN2)c(S)cc1Cl | -6 | -10 | 22 | 9 | -22 | 7
Cc1ccc(NC(=O)c2cc([N+](=O)[O-])cc([N+](=O)[O-])c2)cc1Cl | 12 | -10 | 28 | 33 | 25 | 0
Fc1ccc(C(CCN2CC3CCC(CC3)C2)c2ccccc2)cc1 (stereo not drawn) | -13 | -10 | 11 | 16 | -6 | -3
COc1ccc(CC[N+]2=Cc3cc(OC)c(OC)cc3CC2)cc1OC | -3 | 13 | 3 | 13 | 16 | -1
c1ccc(CCCCc2ccccc2)cc1 | 3 | 6 | 3 | 14 | 11 | 25
Brc1cccc2ccc3ccccc3c12 | 19 | 8 | 32 | 29 | 76* | 23
CC1CCC(=O)N1C (stereo not drawn) | -1 | -22 | 0 | -16 | -10 | -19
CC1=NNC(=O)C1CCO (stereo not drawn) | -53 | -2 | -52 | -58 | -7 | -37
CCOC(=O)C1=NN(c2ccccc2)C(=O)/C1=C/N1C(=O)/C(=C/c2ccc([N+](=O)[O-])cc2)SC1=S | 25 | 10 | 43 | 61 | 69 | 30
O=c1[nH]c(=S)[nH]n1C(=S)n1[nH]c(=S)[nH]c1=O | -3 | -8 | 13 | 9 | 10 | 5
CN1C(c2ccccc2)=CC(=O)C(O)=C(c2ccccc2)S1(=O)=O | -16 | 12 | -10 | 2 | 4 | -6
C/C(=N\N=C(/C)c1ccc([N+](=O)[O-])cc1)c1ccc([N+](=O)[O-])cc1 | 6 | 7 | 12 | 1 | -10 | -1
CN1CC(=O)N2c3ccccc3CC2C1=O (stereo not drawn) | 1 | -52 | 4 | 0 | -3 | 19
CC1=CCC(C)=Nc2nc3ccccc3n21 | 4 | -24 | 8 | -12 | -6 | 8
CC1=C(C(=O)Nc2cc(F)c(F)cc2F)C(c2ccc3c(c2)OCO3)C(C(=O)Nc2cc(F)c(F)cc2F)=C(C)N1 | 15 | 11 | 2 | -1 | -2 | -21
CCOC(=O)N1C2c3ccccc3C(c3ccccc32)N1C(=O)OCC | 33 | -67 | 48 | 26 | 46 | 9
Clc1ccnc2c1ccc1c(Cl)ccnc12 | 26 | 14 | 41 | 21 | 46 | 44
C/C(O)=C(\C=N\C(N)=S)C(=O)Nc1ccccc1 | -8 | -1 | -2 | -24 | 4 | -5
CCOC(=O)c1c(NS(=O)(=O)c2ccc(C)cc2)sc(C)c1CC | 9 | -21 | 0 | 4 | -6 | 9
COC(=O)c1oc([N+](=O)[O-])c(Cl)c1Cl | 100* | 99* | 99* | 99* | 100* | 97*
Cc1csc[n+]1CCS(=O)(=O)[O-] | 2 | 1 | -2 | -6 | -8 | 4
COc1cc2c(c(OC)c1OC)-c1ccc(=O)c(OC)cc1[C@@H](N)CC2 | -26 | -15 | -5 | -12 | -49 | -6
c1ccc(-c2nnn3ccccc23)cc1 | 14 | 13 | -6 | 34 | 11 | 41
CCOC(=O)Nc1ccc(NC(C)=O)cc1 | 1 | -63 | -24 | 1 | -23 | 2
NNC(=S)Nc1cccc(Cl)c1 | 79* | . | . | . | 75* | 76*
Cn1c2ccccc2c(=S)c2c(O)cc3c(c21)C=CC(C)(C)O3 | 6 | 23 | 10 | -1 | 22 | 29
Cc1ccc(S(=O)OCC23CC4CC(CC(C4)C2)C3)cc1 (stereo not drawn) | 2 | 18 | -6 | -1 | -31 | 18
O=S(Cc1ccc2c(c1)OCO2)c1ccccc1 (stereo not drawn) | 6 | 34 | -7 | -2 | -18 | 0
CCCCOc1ccc(Nc2c(C(=O)OCC)cnc3cc4c(cc23)OCO4)cc1 | -9 | 8 | -3 | 0 | -9 | -3
CCCCNN | -23 | 29 | -8 | -20 | -6 | 8
Cc1ccc(N2CCOC2=O)cc1N1CCOC1=O | -33 | . | . | . | -11 | -8
CCOC(=O)N(c1ccccc1)c1ccccc1 | -19 | 6 | 5 | 19 | 15 | -11
CCN(CC)CCNc1ccc(CO)c2sc3ccccc3c(=O)c12 | -28 | 3 | -24 | -11 | -14 | -16
N#C/C(=C\c1ccccc1)c1ccc(F)cc1 | 42 | 18 | 33 | 26 | 26 | 39
CC1=CC(O)(c2ccc(-c3ccccc3Cl)cc2)OC1=O (stereo not drawn) | 95* | 91* | 89* | 92* | 96* | 90*
O=C(O)c1cc(N=Cc2ccccc2O)cc(C(=O)O)c1 | -30 | -8 | 28 | -10 | 18 | 7
COc1cccc(C2CC(C)(O)Oc3cc4c(cc32)OCO4)c1 (stereo not drawn) | 51 | 55 | 46 | 29 | 53 | 34
COc1ccc(O)c(/C=N/NC(N)=S)c1 | -25 | -115 | -25 | -4 | -11 | 24
O=[N+]([O-])c1cc(Cl)ccc1Sc1ccc(Cl)cc1[N+](=O)[O-] | -14 | -19 | -22 | -14 | -37 | -22
COc1ccc(C=C2C(=O)NC(=O)NC2=O)cc1OCc1ccccc1 | -12 | 1 | -6 | 2 | -42 | -3

A section taken from the entries so far:
SMILES | mec2-1 | yeast cln2 rad14 | bub3 | sgs1 mgt1 | yeast mlh1 rad18 | rad50
Clc1ccnc2c1ccc1c(Cl)ccnc12 | 26 | 14 | 41 | 21 | 46 | 44
C/C(O)=C(\C=N\C(N)=S)C(=O)Nc1ccccc1 | -8 | -1 | -2 | -24 | 4 | -5
CCOC(=O)c1c(NS(=O)(=O)c2ccc(C)cc2)sc(C)c1CC | 9 | -21 | 0 | 4 | -6 | 9
COC(=O)c1oc([N+](=O)[O-])c(Cl)c1Cl | 100* | 99* | 99* | 99* | 100* | 97*
Cc1csc[n+]1CCS(=O)(=O)[O-] | 2 | 1 | -2 | -6 | -8 | 4
COc1cc2c(c(OC)c1OC)-c1ccc(=O)c(OC)cc1[C@@H](N)CC2 | -26 | -15 | -5 | -12 | -49 | -6
c1ccc(-c2nnn3ccccc23)cc1 | 14 | 13 | -6 | 34 | 11 | 41
CCOC(=O)Nc1ccc(NC(C)=O)cc1 | 1 | -63 | -24 | 1 | -23 | 2
NNC(=S)Nc1cccc(Cl)c1 | 79* | . | . | . | 75* | 76*
Cn1c2ccccc2c(=S)c2c(O)cc3c(c21)C=CC(C)(C)O3 | 6 | 23 | 10 | -1 | 22 | 29
Cc1ccc(S(=O)OCC23CC4CC(CC(C4)C2)C3)cc1 (stereo not drawn) | 2 | 18 | -6 | -1 | -31 | 18
O=S(Cc1ccc2c(c1)OCO2)c1ccccc1 (stereo not drawn) | 6 | 34 | -7 | -2 | -18 | 0
CCCCOc1ccc(Nc2c(C(=O)OCC)cnc3cc4c(cc23)OCO4)cc1 | -9 | 8 | -3 | 0 | -9 | -3
CCCCNN | -23 | 29 | -8 | -20 | -6 | 8
Cc1ccc(N2CCOC2=O)cc1N1CCOC1=O | -33 | . | . | . | -11 | -8
CCOC(=O)N(c1ccccc1)c1ccccc1 | -19 | 6 | 5 | 19 | 15 | -11
CCN(CC)CCNc1ccc(CO)c2sc3ccccc3c(=O)c12 | -28 | 3 | -24 | -11 | -14 | -16
N#C/C(=C\c1ccccc1)c1ccc(F)cc1 | 42 | 18 | 33 | 26 | 26 | 39
CC1=CC(O)(c2ccc(-c3ccccc3Cl)cc2)OC1=O (stereo not drawn) | 95* | 91* | 89* | 92* | 96* | 90*
O=C(O)c1cc(N=Cc2ccccc2O)cc(C(=O)O)c1 | -30 | -8 | 28 | -10 | 18 | 7
COc1cccc(C2CC(C)(O)Oc3cc4c(cc32)OCO4)c1 (stereo not drawn) | 51 | 55 | 46 | 29 | 53 | 34

(listing goes on)
SMILES | mec2-1 | yeast cln2 rad14 | bub3 | sgs1 mgt1 | yeast mlh1 rad18 | rad50
O=C(Nc1ccc2c(Br)ccc3c2c1CC3)c1ccccc1 | -9 | 16 | 10 | -11 | -7 | 1
O=C(N/N=C/c1ccc([N+](=O)[O-])s1)c1ccccc1O | 19 | 22 | 12 | 27 | 30 | 10
C(CCCCCN1CCCCC1)CCCCN1CCCCC1 | 5 | 7 | -27 | 7 | 7 | -3
Fc1c(F)c(F)c2c(c1F)CSc1nc3ccccc3n1-2 | -20 | -4 | 31 | -39 | -20 | -17
Clc1ccc(CNc2nc3ccccc3nc2-c2cccs2)c(Cl)c1 | 17 | 5 | 12 | 11 | 19 | 0
COc1ccc(N(C(=O)Nc2ccc(Cl)c(Cl)c2)c2ccccc2)cc1 | -28 | -1 | 14 | -19 | -10 | -32
CC(C)(C)CC(C)(C)N | -5 | -42 | -2 | -17 | 21 | -3
CC/C(=C(\CC)c1ccc(O)c(CN(CCO)CCO)c1)c1ccc(O)cc1 | 22 | 1 | 12 | 69 | 74* | 37
Clc1ccc2sc(-c3ccccc3)nc2c1 | -18 | -23 | 7 | -4 | -4 | -23
N#Cc1c(NC(=O)C(F)(F)F)sc2c3c(=O)c4ccccc4c(=O)c=3oc3ccccc3c12 | -30 | -2 | 3 | -2 | -5 | 5
Nc1nc(N)c(CCCOc2ccc([N+](=O)[O-])cc2Cl)c(N)n1 | -7 | -15 | 29 | 16 | 25 | 1
O=[N+]([O-])c1ccccc1C1N2CCCCC2[C@@H]2c3[nH]c4ccccc4c3CCN12 (stereo partly drawn) | -12 | 2 | 3 | 3 | 8 | 0
Cc1cc(=O)oc2cc(OCCCOc3ccc4c(C)cc(=O)oc4c3)ccc12 | 5 | -4 | -5 | -2 | 13 | 19
CC1C(c2ccc3c(c2)OCO3)c2cc3c(cc2OC1N1CCOCC1)OCO3 (stereo not drawn) | 7 | 4 | 19 | -18 | 20 | 21
O=C1NN=CN2C(=O)CCC12 (stereo not drawn) | 3 | 4 | 14 | 14 | -3 | 26
